CRE-bla Fsk: modulators of forskolin-stimulated CRE signaling in CHO cells; CHO CRE-bla reporter (cAMP response element driving beta-lactamase), forskolin EC10, beta-lactamase ratio; Potency, µM (titrated, usually from 38.2 µM), for inactives: at the top dose activity change, negative = inhibition, usual class: activators; hit rate 2.5% among 71,000; active means well fitted activation curve with a large enough effect in the signal ratio, with a control signal flat, not every such curve was filed as active; inconclusive means small, poorly fitted or top-dose-only effect, or effect the other way, or a change in a side signal; the % refers to the signal ratio; further: potency means the concentration at half of the fitted maximal effect; % of control where 0% means no effect
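Cells were plated overnight at 37 °C, exposed to compound titrations plus EC10 NKH 477 for 3 h, then given CCF4 dye for 2 h at room temperature. Blue/green (460/530 nm) ratio was converted to %Activity and AC50 values calculated.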
UbGFP stabilizer: ubiquitin-GFP accumulation via proteasome inhibition | Ubiquitin-GFP reporter cells, proteasome inhibition, GFP fluorescence; response scale: untreated = 0%, 10 µM MG-132 = 100% | Potency, µM (highest dose often 45.9 µM), without a hit: at the highest dose activation (GFP accumulation), actives largely listed as activators | 67,000 tested, under 10 active; active means well fitted activation curve with a large enough effect, not every such curve was filed as active; inconclusive means small, poorly fitted or top-dose-only effect, or another doubt; inactive means no such curve, though single readings can be large or run the other way; further: potency means the concentration at half of the fitted maximal effect
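Proteasome block read as GFP accumulation: ubiquitin(G76V)-GFP U2OS cells exposed to compound (2.9 nM–46 uM) for 4 hr at 37 C. Normalization used untreated cells as 0% and 10 uM MG-132 as 100%; concentration-response curves fitted.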
15-hLO inh: inhibitors of human 15-lipoxygenase (ALOX15); P16050; purified 15hLO-1, xylenol orange hydroperoxide absorbance; Potency, µM (top dose mostly 57.1 µM), for inactives: top-dose activity change, negative = inhibition, usual class: inhibitors; hit rate 1.4% among 74,000; further: potency means the concentration at half of the fitted maximal effect; on the % scale 0 is the no-effect control and ±100 the full control effect; nearly all actives have a fitted effect of over 55% in size
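Quantitative HTS in 25 mM Hepes pH 7.5 containing 0.01% Triton X-100: human 15hLO-1 at 40 nM, arachidonic acid at 50 uM, 6 min turnover. Product quantified via ferrous oxidation/xylenol orange, 573:405 nm absorbance ratio.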
ERK AVP inh: blocks ERK signaling stimulated by vasopressin; HEK293-V1b, vasopressin-stimulated pERK AlphaScreen; Potency, µM (highest dose often 57.5 µM), for inactives: at the top dose activity, negative = inhibition, usual class: inhibitors; hit rate 0.99% among 72,000; AID 995; further: potency means the concentration at half of the fitted maximal effect; on the % scale 0 is the no-effect control and ±100 the full control effect; nearly all actives have a fitted effect of over 55% in size
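Overnight-seeded V1b-HEK293 cells in 1% FBS got compound, then vasopressin (25 nM final, 5 min, 37C), then lysis buffer. AlphaScreen detection of phospho-ERK; activity normalized to basal and full-stimulation controls.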
GFP derepression: derepresses silenced GFP locus in mouse C127i cells; AID 597; mouse C127i GFP locus derepression, cytometry, 30 h; Potency, µM (top dose mostly 46.1 µM), for inactives: top-dose GFP derepression (activation); hit rate 0.09% among 68,000; further: % of control where 0% means no effect
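Murine C127i mammary cells carrying a silenced, stably integrated CMV-driven GFP reporter were treated with compound for 30 hours at 37 C. After PBS washes, GFP-positive cells were counted by laser-scanning microplate cytometry.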
Hsp90 Hop PPI: changes Hsp90-Hop TPR2A binding signal, up or down | AlphaScreen TPR2A-His6 binding biotin-Hsp90 C-terminal peptide | hit rate 0.44% among 71,000 | Potency, µM (series often up to 57 µM), inactives show at the top dose activity change, negative = inhibition; active means well fitted curve in either direction with a large enough effect; inconclusive means small, poorly fitted or top-dose-only effect, or another doubt; further: potency means the concentration at half of the fitted maximal effect; on the % scale 0 is the no-effect control and ±100 the full control effect; many of its hits are not listed in these tables
FLuc inh: inhibitors of firefly luciferase; purified firefly luciferase, luminescence, 8 min; P08659; hit rate 2.2% among 72,000; AID 411; Potency, µM (highest dose often 57.1 µM), without a hit: top-dose activity change, negative = inhibition, actives largely listed as inhibitors; further: potency means the concentration at half of the fitted maximal effect; on the % scale 0 is the no-effect control and ±100 the full control effect; nearly all actives have a fitted effect of over 40% in size
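qHTS concentration-response profiling: light output of P. pyralis luciferase with luciferin and 10 uM ATP, imidazole buffer pH 7.2. Read by luminescence after 8-min room-temperature incubation.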
Tau fil binding: binders of human tau filaments. P10636. recombinant tau filaments, thioflavin S fluorescence, 15 h; filaments grown with octadecylsulfate alongside compound. Potency, µM (highest dose often 57.1 µM), inactives show at the top dose activity change, negative = inhibition. hit rate 2% among 71,000. AID 596;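 further: potency means the concentration at half of the fitted maximal effect; on the % scale 0 is the no-effect control and ±100 the full control effect; actives lower thioflavin S fluorescence by blocking filaments or displacing dye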
Target sequence (P10636 whole entry, looked up): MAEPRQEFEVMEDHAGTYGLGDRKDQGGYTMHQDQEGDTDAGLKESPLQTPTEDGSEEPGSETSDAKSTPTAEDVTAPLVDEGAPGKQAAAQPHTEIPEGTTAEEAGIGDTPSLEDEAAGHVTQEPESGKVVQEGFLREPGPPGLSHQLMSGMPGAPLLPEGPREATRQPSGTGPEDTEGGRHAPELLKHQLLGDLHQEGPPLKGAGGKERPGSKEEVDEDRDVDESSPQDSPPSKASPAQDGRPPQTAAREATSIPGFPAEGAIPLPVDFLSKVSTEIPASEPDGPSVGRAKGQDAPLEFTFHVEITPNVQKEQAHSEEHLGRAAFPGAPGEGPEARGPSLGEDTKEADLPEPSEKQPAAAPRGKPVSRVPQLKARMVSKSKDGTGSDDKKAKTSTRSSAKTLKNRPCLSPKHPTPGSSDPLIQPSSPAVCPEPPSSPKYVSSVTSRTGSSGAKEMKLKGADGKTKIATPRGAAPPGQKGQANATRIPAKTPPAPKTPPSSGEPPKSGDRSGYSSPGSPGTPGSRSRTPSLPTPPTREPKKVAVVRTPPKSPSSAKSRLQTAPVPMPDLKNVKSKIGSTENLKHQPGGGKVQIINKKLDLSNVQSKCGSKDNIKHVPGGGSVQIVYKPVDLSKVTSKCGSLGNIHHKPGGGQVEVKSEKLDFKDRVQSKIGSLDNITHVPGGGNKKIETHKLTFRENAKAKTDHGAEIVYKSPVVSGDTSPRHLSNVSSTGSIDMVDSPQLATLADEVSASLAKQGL
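Read-out: ThS fluorescence, 450 nm excitation/510 nm emission; lower signal marks blocked filament formation or displaced dye. Tau at 1 uM with 30 uM ODS, 10 uM ThS, 5 mM DTT, 100 mM NaCl, 10 mM HEPES pH 7.4; 15 h, 37 C.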
HADH2 inhib: blocks human hydroxyacyl-CoA dehydrogenase type II; Q99714; recombinant HADH2, NADH fluorescence, beta-hydroxybutyryl-CoA; Potency, µM (titrated, usually from 57.1 µM), inactives show at the top dose activity change, negative = inhibition, usual class: inhibitors; hit rate 3.4% among 73,000; AID 886; further: potency means the concentration at half of the fitted maximal effect; on the % scale 0 is the no-effect control and ±100 the full control effect; nearly all actives have a fitted effect of over 60% in size; many of its hits are not listed in these tables
Target sequence (Q99714 whole entry, looked up, one chain of several): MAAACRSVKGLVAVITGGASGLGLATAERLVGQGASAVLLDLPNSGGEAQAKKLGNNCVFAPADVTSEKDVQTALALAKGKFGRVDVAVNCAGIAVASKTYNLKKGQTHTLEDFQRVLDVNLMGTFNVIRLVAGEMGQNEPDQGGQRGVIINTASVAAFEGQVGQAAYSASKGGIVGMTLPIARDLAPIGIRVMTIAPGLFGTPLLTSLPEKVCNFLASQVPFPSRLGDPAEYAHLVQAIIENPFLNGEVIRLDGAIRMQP
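Activity measured as NADH fluorescence gain (360/450 nm), taken as the change between first and last reads of a 4-min kinetic run. Conditions: pH 9.0 Tris buffer, 20 nM E. coli-expressed His-tagged enzyme, 1 mM NAD+, 90 uM beta-hydroxybutyryl-CoA; 15-min compound preincubation.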
HBB splicing: hemoglobin beta splicing modulation | hit rate 0.06% among 65,000 | HBB splicing reporter cell assay, activation; EGFP reporter with mutant IVS2-654 intron; response scale: normalised to 500 nM splice-correcting PNA | Potency, µM (highest dose often 46.1 µM), for the others: at the highest dose activation, most hits filed as activators | AID 925; further: potency means the concentration at half of the fitted maximal effect; 0% is about no effect
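HeLa cells stably expressing EGFP interrupted by mutant beta-globin intron 2 (IVS2-654), 500/well in 2% FCS. Treated with compound for 2 days at 37C. Splicing correction scored as total well GFP intensity (488 nm excitation, 500-520 nm emission); 500 nM antisense PNA served as control.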
Pol III holo inh: blocks replication by bacterial DNA polymerase III holoenzyme. reconstituted DNA polymerase III holoenzyme replication, biochemical. Potency, µM (series often up to 57.1 µM), inactives show at the highest dose activity change, negative = inhibition. hit rate 0.25% among 71,000. AID 603; further: potency means the concentration at half of the fitted maximal effect; on the % scale 0 is the no-effect control and ±100 the full control effect
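Reconstituted *E. coli* holoenzyme (0.35 nM Pol III, 1 nM beta, 154 nM SSB, 2 nM primase) was preincubated with compound for 15 min at RT. Synthesis on 1.4 nM ssM13Gori ran 35 min, then was stopped with PicoGreen/EDTA and read as dsDNA fluorescence.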
* = called active by the depositor; i = inactive; u = inconclusive; x = no result given; & = joins results of further samples; [ ] = another dose, or the depositor's remark. Unless noted, the call rests on the fitted dose curve; in most records, active means well fitted curve in the direction sought with a large enough effect; inconclusive means small, poorly fitted or top-dose-only effect, or another doubt; inactive means no such curve, though single readings can be large; an effect the other way counts as inactive or inconclusive. Some of the compounds tested; count on the stated rates, not on these rows.

SMILES | CRE-bla Fsk | UbGFP stabilizer | 15-hLO inh | ERK AVP inh | GFP derepression | Hsp90 Hop PPI | FLuc inh | Tau fil binding | HADH2 inhib | HBB splicing | Pol III holo inh
O=C(NCc1ccco1)c1cc2ccc(O)cc2oc1=O | u | -2% | -20% | u | 0% | -3% | u | i | u | -0.7% | -14%
Cc1ccc(NC(=O)NCC(c2cccnc2)N2CCOCC2)cc1 (centres undefined) | u | 2% | 9% | 9% | 2% | -6% | 0% | 6% | 2% | -0.6% | -8%
CC(=O)c1cccc(NC(=O)C2CCCN(S(C)(=O)=O)C2)c1 (centres undefined) | -1% | -3% | 0% | -2% | -3% | -2% | 1% | -7% | -11% | -1.1% | -3%
N#Cc1ccc(C23CC4CC(CC(C4)C2)C3)[nH]c1=O | u | -2% | -6% | -10% | 5% | 6% | 1% | -7% | 27% | -2.0%[57.5 µM] | -5%
COC(=O)C1CCN(C(=O)c2ccc(NC(C)=O)cc2)CC1 | u | -6%[9.17 µM] | -4%[11.4 µM] | -7% | 4% | -3%[11 µM] | 4% | 3%[11.4 µM] | -1%[11.4 µM] | -0.1%[0.0738 µM] | -4%[11.4 µM]
CC(=O)c1ccc(NC(=O)CSCCO)cc1 | 3% | 4% | 10% | -7% | 2% | -2% | 1% | -17% | 2% | 2.1% | -1%
CCN1CCN(c2nc3ccccc3nc2C(C#N)C(=O)OCc2ccccc2)CC1 (centres undefined) | u | 6% | -10% | -21% | -2% | -21% | 0% | 1.3µM* | -3% | 5.1%[57.5 µM] | -4%
COc1c(Br)cc(Br)cc1/C=N/n1c(C)nnc1C | -22% | 0% | -2% | -2% | -1% | 0% | 1% | -6% | 1% | x | -3%
C=CCN(C(=O)CCC(=O)Nc1cc(C)on1)C(C(=O)NC1CCCC1)c1cccnc1 (centres undefined) | 13% | 15% | 0% | -5% | 0% | -2% | 1% | 9% | 5% | -2.6% | -7%
COc1ccc(OC)c(S(=O)(=O)N2CCC(C(=O)NCCC3=CCCCC3)CC2)c1 | -6% | 0% | -2% | -11% | -3% | -4% | -1% | 8% | 7% | -0.4% | 3%
COc1ccc(C2CC(c3cc(OC)ccc3OC)n3nnnc3N2)cc1 (centres undefined) | u | 7% | -2% | 19% | -1% | 0% | 0% | 0% | -3% | -1.1% | -2%
Fc1ccc(Nc2nc(-c3cccnc3)nc3ccccc23)cc1 | 10µM* | 6% | -6% | u | -2%[9.22 µM] | 4% | 3%[2.29 µM] | 6% | u | -1.8% | -6%
COc1ccc(CCNS(=O)(=O)c2cn(C)c(=O)n(C)c2=O)cc1OC | 10% | 1% | 6% | x | x | 0% | 3% | -9% | u | 0.9% | -4%
CCCCC(=O)Nc1nnc(C)s1 | 1% | -3% | 7% | 2% | 1% | -3% | -32% | -3% | 2% | -0.3% | 3%
CC(=O)NCC(=O)N(Cc1ccco1)C1(C(=O)NC2CCCCC2)CCCCC1 | -21% | -6% | 3% | 45%[activator] | 2% | u | -2% | -4% | 7% | -1.2% | -2%
COc1cc2c(cc1OC)-c1cc(NC3CCCC3)nc(=O)n1CC2 | 5µM* | 11% | -11% | u | 0% | -5% | -1% | 9% | u | 5.0%[1.84 µM] | 2%
Cc1cccc(CNc2ncncc2-c2ccc3c(c2)OCO3)c1 | u | -6% | -16% | u | 5%[9.22 µM] | 0% | -1%[2.29 µM] | 18% | u | 1.4% | 6%
COCc1cc(C)nc(SCC(=O)Nc2ccc3c(c2)OCO3)c1C#N | u | 6% | 3% | -6% | -1% | 1% | 2% | 2% | 13% | 0.4% | -2%
Cc1ccccc1Cn1nnc(C(=O)Nc2cccc(C)c2C)c1N | u | 13% | -5% | 16% | 0% | 8% | -2% | 5% | 2% | -3.1% | -1%
O=C(CSc1nc2c(c(=O)n1-c1ccc(Br)cc1)SCC2)NCc1ccco1 | -11% | 5% | -5% | -31% | 0% | -10% | 2% | 0% | 14% | -0.1% | -3%
COc1ccc(S(=O)(=O)Nc2ccc(S(=O)(=O)Nc3nc(C)cc(C)n3)cc2)cc1OC | -3% | -4% | 0% | -12% | 2% | -1% | 0% | 2% | -4% | -0.7% | -4%
C/C=C/c1ccc(OCCCNCC(C)O)c(OC)c1 (centres undefined) | -1% | 10% | 19% | 9% | 3% | 1% | -1% | 48% | 6% | -1.6% | 7%
Cc1nc(N2CCN(S(=O)(=O)c3ccc(F)cc3)CC2)c2c(C)c(C)sc2n1 | -2% | -1% | 3% | 15% | 1% | u | -2% | -17% | 8% | x | 1%
CCCOCC(O)COc1ccccc1C(=O)N1CCOCC1 (centres undefined) | -3% | -1% | 3% | -7% | -2% | 0% | 0% | 12% | 16% | 0.5%[57.5 µM] | -1%
COc1ccc(-c2ccc(SCC(=O)N3CCOCC3)nn2)cc1OC | u | -3% | -3% | u | -2% | -5% | u | -3% | 15% | x | -6%

Molecules above with bromine, in the order listed:
SMILES | CRE-bla Fsk | UbGFP stabilizer | 15-hLO inh | ERK AVP inh | GFP derepression | Hsp90 Hop PPI | FLuc inh | Tau fil binding | HADH2 inhib | HBB splicing | Pol III holo inh
COc1c(Br)cc(Br)cc1/C=N/n1c(C)nnc1C | -22% | 0% | -2% | -2% | -1% | 0% | 1% | -6% | 1% | x | -3%
O=C(CSc1nc2c(c(=O)n1-c1ccc(Br)cc1)SCC2)NCc1ccco1 | -11% | 5% | -5% | -31% | 0% | -10% | 2% | 0% | 14% | -0.1% | -3%

Next section:
SMILES | CRE-bla Fsk | UbGFP stabilizer | 15-hLO inh | ERK AVP inh | GFP derepression | Hsp90 Hop PPI | FLuc inh | Tau fil binding | HADH2 inhib | HBB splicing | Pol III holo inh
CC(=O)C(C)=O | -4%&-2% | -6% | -6% | 5% | -2% | -3%&-10% | 2% | 0%&-5% | -4%&-11% | 0.4%&0.2% | -4%&-7%
Clc1cc(Cl)c2nc(N3CCOCC3)sc2c1 | 44% | 5% | -4% | 16% | -1% | 18% | -16% | 32% | 3% | -0.3% | 5%
COC(=O)c1cc(COC(=O)c2ccc(OC)c(S(=O)(=O)N3CCCC3)c2)oc1C | u | 4% | -4% | -4% | 0% | 1% | 1% | 4% | 10% | -0.3%[57.5 µM] | 6%
CC(C)NC(=O)N1CC[C@@]2(CCCN(C(=O)c3cnccn3)C2)C1 | -5% | -2% | 4% | 9% | -2%[9.22 µM] | -1% | 0%[11.4 µM] | 4% | -1% | 0.7% | -5%
Cc1cccc(-c2cc3nc(C)cc(NCCCN(C)C)n3n2)c1 | 12% | 5% | -1% | -5% | 0% | 3% | -1% | 40% | -13% | 2.6% | -5%
COc1ccccc1-c1ccc(Nc2cccc(C(C)=O)c2)nn1 | 15% | -8% | -10% | -2% | -2% | -1% | 20µM* | 6% | 2% | -3.5% | -7%
Cc1onc(-c2ccccc2Cl)c1C(=O)Nc1ccc(-n2nncc2-c2ccco2)cc1 | 5% | -2% | -9% | -10% | 0% | -12% | 3% | u | -5% | -4.5%[0.369 µM] | 11%
COc1cc(OC)cc(-c2nc(N)n[nH]2)c1 | 5% | 2% | 0% | -27% | 0% | -5% | 1% | -7% | -21% | -0.5% | 1%
CN1C(=O)CC(N2CCN(c3ncccn3)CC2)C1=O (centres undefined) | 0% | -6% | 3% | -12% | -2% | -2% | 2% | 3% | 2% | 0.1% | -2%
CCC(OC(=O)c1cccs1)C(=O)NC1CCCCC1 (centres undefined) | -3% | 6% | -3% | -15% | -3% | 2% | 2% | 7% | 1% | x | 0%
CCOC(=O)c1cnc(-n2nc(C)cc2C)nc1NC1CCCCC1 | 3% | -4% | 8% | -2% | 2% | -2% | 3% | 5% | -5% | -1.3% | -4%
CNc1ccnc(-c2ccccc2OC)n1 | 1% | 6% | 14% | -18% | -3%[9.22 µM] | -4% | -13%[2.29 µM] | -1% | 6% | 0.5% | -5%
Cc1cc(NC(=O)Cn2nc(C(F)(F)F)c3c2CCC3)no1 | -2% | 2% | -13% | -9% | 0% | -1% | 1% | 32% | 3% | -0.3% | -2%

High-throughput results deposited in PubChem by National Center for Advancing Translational Sciences (NCATS).
